# A549 tox – A549 cytotoxicity, counter-screen for Nrf2 inhibitors | 390,000 tested, 0.16% active | Potency, µM (series often up to 46 µM), inactives show top-dose activity change, negative = cytotoxicity, usual class: inhibitors | A549 ARE-Fluc cells, CellTiter-Fluor viability, 18-24 h; also: potency is read from the fitted curve at half-maximal effect; % is scaled to controls: 0 for no effect and ±100 for the full control effect
#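 Cytotoxicity counterscreen: CellTiter-Fluor fluorescence was measured in A549 ARE_Fluc cells after 18-24 h of compound exposure in a concentration series. The subsequent BugLite luminescent read reports ARE-luciferase activity.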
# Abeta rescue – compounds reversing amyloid beta toxicity in yeast; 410,000 tested, 0.063% active; Potency, µM (doses to about 46.1 µM), for inactives: at the top dose growth rescue, actives largely listed as activators; AID 1347071; yeast expressing A-beta42, growth rescue, OD600, 48 h; response scale: 0% DMSO, 100% iron-clioquinol control; also: potency is read from the fitted curve at half-maximal effect; nearly all actives have a fitted effect of over 55% in size
#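 Yeast A-beta toxicity model in growth medium with pinned compounds, 48 h at 30 C; growth read as absorbance at 600 nm. Normalized to FeCl3/clioquinol equimolar mix (positive) and DMSO (negative).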
# Nrf2 ARE act – activators of Nrf2 (ARE) signaling | 410,000 tested, 0.31% active | AID 624171 | AREc32 ARE-luciferase reporter (MCF7-derived line), luminescence, 24 h | Potency, µM (titrated, usually from 46.1 µM), for the others: at the highest dose activation, most hits filed as activators; also: potency is read from the fitted curve at half-maximal effect; % of control where 0% means no effect; nearly all actives have a fitted effect of over 65% in size
#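 Quantitative high-throughput format: AREc32 reporter cells, 1000 per well, received compound by pin transfer and were incubated 24 hr at 37 deg C, 5% CO2, before Steady-Glo luminescence detection.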
# pAkt inh – blocks phosphorylation of Akt | AID 651550 | Neuro2A IGF-stimulated pAkt S473 HTRF, 20 min; active compounds read low | 360,000 tested, 0.32% active | activity change, % for hits at 50 µM; in the data active = activity change below about -80%; inconclusive = mostly about -51% to -80%; also: % is scaled to controls: 0 for no effect and ±100 for the full control effect
#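 Neuro2A cells (4,500/well, DMEM with 0.5% FBS) were treated with compound at a single 50 µM final concentration, stimulated with 6 nM IGF for 20 min at 37 °C, and lysed. Phospho-Akt Ser473 was read by HTRF as 665/615 ratio ×10^4.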
# TGFb SMAD3 inh – inhibitors of TGF-b signaling; 410,000 tested, 1.2% active; Potency, µM (highest dose often 46.1 µM), without a hit: at the highest dose activity, negative = inhibition, most hits filed as inhibitors; HepG2 CAGA-GFP TGF-b/SMAD3 reporter, GFP fluorescence, 18 h; TGF-beta stimulated, 500 pg/mL final; also: potency is read from the fitted curve at half-maximal effect; % is scaled to controls: 0 for no effect and ±100 for the full control effect; nearly all actives have a fitted effect of over 65% in size
#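 GFP signal (ex488/em500-530) from TGF-beta-stimulated HEPG2 CAGA-GFP cells, 500 pg/mL final, 18 h at 37 degrees C in DMEM plus 1% FBS, normalized to unstimulated and DMSO-stimulated controls.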
# CCT chaperon mod – changes cytosolic chaperonin activity; AID 651819; purified chaperonin ATPase assay, HTRF ADP detection, 30 min; 360,000 tested, 0.3% active; activity change, % (no concentration beside the values), hits read low; in the data active = activity change below about -30%; also: % is scaled to controls: 0 for no effect and ±100 for the full control effect
#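 ATPase activity: ADP formed was measured by HTRF Transcreener (665/615 nm ratio) after 30 min at 37 deg C with 10 uM ATP. Compounds screened at one 76 uM concentration against 40 or 20 nM TRiC in Tris pH 7.4/KCl/MgCl2/DTT buffer.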
# MmCpn inh – blocks the Methanococcus maripaludis chaperonin Mm-Cpn. purified Mm-Cpn ATPase, ADP Transcreener TR-FRET. Potency, µM (titrated, usually from 76.9 µM), for inactives: top-dose activity, negative = inhibition, hits mostly inhibitors. 330,000 tested, 0.031% active. AID 504842; also: potency is read from the fitted curve at half-maximal effect; % is scaled to controls: 0 for no effect and ±100 for the full control effect; nearly all actives have a fitted effect of over 80% in size
#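 Reaction buffer contained 30 mM Tris pH 7.4, 100 mM KCl, 5 mM MgCl2 and 1 mM DTT. Mm-CPN (25 nM final) hydrolysed 10 uM ATP over 30 min at 37°C; ADP was read by HTRF.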
# HepG2 tox – HepG2 cytotoxicity, counter-screen for TGF-b inhibitors; HepG2 CAGA-GFP viability, ATP luminescence, 18 h; Potency, µM (top dose mostly 46.1 µM), for the others: top-dose activity change, negative = cytotoxicity, usual class: cytotoxic; 410,000 tested, 0.76% active; AID 588856; also: potency is read from the fitted curve at half-maximal effect; some results filed as inactive show a strong effect at the top dose
#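 CellTiter-Glo luminescence gave cytotoxicity after 18 hours at 37 degrees C. The cells were HepG2 CAGA-GFP in 1% FBS DMEM, stimulated with 500 pg/mL TGF-beta after compound addition. %Activity was normalised to no-cell wells (complete cell-killing) and DMSO (no toxicity), and curves were fitted and classified.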
# Nrf2 block – Nrf2 pathway inhibition. Potency, µM (doses to about 46 µM), inactives show top-dose activity change, negative = inhibition, usual class: inhibitors. A549 ARE-Fluc reporter, luciferase luminescence, 18-24 h. AID 504444. 360,000 tested, 2.1% active; also: potency is read from the fitted curve at half-maximal effect; % is scaled to controls: 0 for no effect and ±100 for the full control effect; nearly all actives have a fitted effect of over 60% in size
#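 Quantitative HTS in A549 cells stably bearing an antioxidant response element-firefly luciferase construct. Inhibition of Nrf2-driven transcription was scored by luminescence after 18-24 h of compound exposure at 37 °C.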
# * marks the source's active call; other numbers are inactive results; i = inactive; ? = inconclusive; nt = no result given; & = joins results of further samples; [ ] = another dose, or the depositor's remark. Unless noted, calls follow the shape of the dose curve; as a rule, active = well fitted curve in the direction sought with a large enough effect; inconclusive = small, poorly fitted or top-dose-only effect, or another doubt; inactive = no such curve, though single readings can be large; an effect the other way counts as inactive or inconclusive.
SMILES,A549 tox,Abeta rescue,Nrf2 ARE act,pAkt inh,TGFb SMAD3 inh,CCT chaperon mod,MmCpn inh,HepG2 tox,Nrf2 block
COc1cccc(C2C(C(=O)c3ccco3)=C(O)C(=O)N2CCCN2CCOCC2)c1OC (centres undefined),4%,0%,0.2%,i,0%,-0.8,nt,-1%,17%
Cn1cccc1C(=O)OCC(=O)NC1CCS(=O)(=O)C1 (centres undefined),1%,-13%,-0.1%,i,?,-3.7,2%,-8%,-6%
Nc1ncnc2c1ncn2[C@@H]1O[C@H](CN2CCCS2(=O)=O)[C@@H](O)[C@H]1O,-1%,7%,-1.0%,i,-3%,-1.8,?,3%,6%
Cc1cccc(NCc2ccc(N(C)C)cc2)n1,0%,2%,3.5%,i,6%,-1.0,1%,-10%,?
O=C(N/N=C/c1ccsc1)c1cc(-c2cccs2)nc2ccccc12,-8%,5%,0.1%,i,-3%,-1.2,?,-16%,9%
O=C(O)Cc1sc(-c2ccccc2Cl)nc1-c1ccccc1,0%,21%,-0.1%,i,-3%,-1.1,-28%,1%,-23%
Cc1[nH]c2ccccc2c1/C=N\NC(=O)c1ccco1,5%,1%,12%,i,-1%,1.2,-9%,-3%,-16%
O=C(O)C1CCN(C(=O)COc2ccc(Br)cc2)CC1,-2%,5%,-1.5%,i,4%,-1.5,1%,3%,-20%
CCC(c1nnnn1Cc1ccco1)N(CCN1CCOCC1)Cc1cc2cc(C)ccc2[nH]c1=O (centres undefined),10%,13%[9.22 µM],-0.1%,i,12%,0.5,-1%,5%,nt
CC1CN(S(=O)(=O)c2ccc(C(=O)NC3CCCCC3)cc2)CC(C)O1 (centres undefined),2%,2%,0.2%,i,1%,-4.2,2%,1%,-10%
O=C(Nc1ccccc1F)c1ccc([N+](=O)[O-])s1,?,-75%[inhibitor],2.7%,i,?,1.9,-4%,-68%,?
COc1ccc(OC)c(NC(=O)C2CCN(c3ncccn3)CC2)c1,nt,9%,-0.2%,i,-4%,-1.6,0%,-20%,6%
Cc1nn(-c2ccc(F)cc2)c(Cl)c1/C=N/NC(=O)c1cccc(S(=O)(=O)N2CCCC2)c1,2%,-14%,-0.3%,i,-4%,0.4,1%,1%,3%
Cc1ccc(-c2nc(C#N)c(N3CCC(C(N)=O)CC3)o2)cc1,-1%,-4%,0.6%,i,2%,1.1,-2%,-17%,5%
COc1ccc(C(O)c2ncc(-c3ccccc3)[nH]2)cc1 (centres undefined),nt,-7%,0.5%,i,4%,1.3,nt,-2%,nt

# Brought forward from above: 5 compounds; new compounds follow.
SMILES,A549 tox,Abeta rescue,Nrf2 ARE act,pAkt inh,TGFb SMAD3 inh,CCT chaperon mod,MmCpn inh,HepG2 tox,Nrf2 block
O=C(Nc1ccccc1F)c1ccc([N+](=O)[O-])s1,?,-75%[inhibitor],2.7%,i,?,1.9,-4%,-68%,?
COc1ccc(OC)c(NC(=O)C2CCN(c3ncccn3)CC2)c1,nt,9%,-0.2%,i,-4%,-1.6,0%,-20%,6%
Cc1nn(-c2ccc(F)cc2)c(Cl)c1/C=N/NC(=O)c1cccc(S(=O)(=O)N2CCCC2)c1,2%,-14%,-0.3%,i,-4%,0.4,1%,1%,3%
Cc1ccc(-c2nc(C#N)c(N3CCC(C(N)=O)CC3)o2)cc1,-1%,-4%,0.6%,i,2%,1.1,-2%,-17%,5%
COc1ccc(C(O)c2ncc(-c3ccccc3)[nH]2)cc1 (centres undefined),nt,-7%,0.5%,i,4%,1.3,nt,-2%,nt
COc1ccc(C(O)C(CN2CCOCC2)c2ccccc2)cc1F (centres undefined),-5%,11%,-0.4%,i,-7%,-1.2,3%,1%,14%
O=C(NCCC(=O)N(CCc1ccccc1)Cc1ccccc1)c1ccccc1Cl,2%,-8%,0.3%,i,-8%,-2.3,2%,-2%,2%
Cc1ccc(-c2cn3c(n2)sc2cc(C(=O)NCc4cccs4)ccc23)c(C)c1,13%,-1%,-0.4%,nt,-4%,nt,nt,-2%,7%
COc1ccc(CNC(=O)CCN2C(=S)NC(C)(C)CC2C)cc1 (centres undefined),7%,10%,0.2%,i,14%,-2.1,1%,-6%,-1%
O=C(Nc1ccc(Cl)cn1)c1ccc(Oc2ccccc2)cc1,14%,-3%,0.2%,i,-6%,-2.0,0%,-8%,?
O=C(Nc1cccc(S(=O)(=O)NC2=NCCCCC2)c1)c1cc(-c2ccc(Cl)cc2)nc2ccccc12,-3%,-1%,6.0%,i,7%,-0.8,-20%,-1%,15%
Cc1ccc(NC(=O)c2cc(S(=O)(=O)N3CCCC3)cn2C)cc1C,4%,-18%,0.0%,i,3%,-0.7,-1%,4%,-10%
CC(C)CN(CC(C)C)S(=O)(=O)N1CCC(C(=O)NCc2ccc3c(c2)OCO3)CC1,1%,-1%,2.2%,i,-25%,-1.2,-2%,19%,?
O=C(CCN1N=C(c2ccccc2)CCC1=O)NCCc1ccc(Cl)cc1,7%,9%,-0.2%,nt,?,nt,nt,-15%,nt
COc1cccc(CN(C)CCCn2cnc(C(=O)Nc3ccc(C)c(C)c3)n2)c1,0%,4%,3.6%,i,-5%,0.4,nt,-25%,18%
COc1ccc(-c2c(C)nn3c(C(F)(F)F)cc(C)nc23)cc1OC,2%,-14%,16%,nt,0%,nt,nt,-8%,nt
CCOC(=O)CCNC(=O)N1CCCC(CNS(=O)(=O)Cc2ccccc2)C1 (centres undefined),-7%,-5%,0.1%,i,13%,-0.6,2%,-15%,-1%
CN1C(=O)[C@H]2[C@@H](/C=C/c3ccccc3)N3C(=O)CN(CCO)C(=O)[C@@]3(C)[C@H]2C1=O,0%,-9%,-1.0%,i,16%,-1.7,1%,9%,8%
COc1ccc(C(=O)c2oc3ccc(OC)cc3c2NC(C)=O)cc1,0%,3%,-0.6%,i,-2%,0.8,1%,14%,5%
c1ccc(-c2nc3nc4ccccc4nc3n2CC2CCCO2)cc1 (centres undefined),-7%,-12%,0.2%,i,2%,0.6,0%,-30%,-19%
O=C(NCCCO)c1cc2c(cn1)[nH]c1ccccc12,8%,-5%,3.7%,i,-7%,-0.4,0%,-13%,?
CCc1cc2c(SCC(=O)N(CC)c3c(N)n(Cc4ccccc4)c(=O)[nH]c3=O)ncnc2s1,-1%,-18%,0.0%,i,-13%,-1.1,?,2%,-40%
COc1ccccc1CCNC(=O)C1CCN(c2nc3ccccc3nc2C(F)(F)F)CC1,1%,-16%,0.0%,nt,-2%,nt,nt,-5%,-10%
CC(=O)CCC(=O)OCC(=O)c1ccc(C(F)(F)F)cc1,1%,-15%,-0.5%,i,-12%,0.7,-2%,-37%,16%
Cc1noc(C)c1CSc1nc2ccccc2c(=O)n1-c1ccc(Cl)cc1,-13%,0%,2.9%,i,5%,0.4,-5%,-36%,nt
Cc1ccc(S(=O)(=O)N2CCC(C(=O)N[C@@H](C)C(=O)NCc3ccccc3)CC2)cc1,nt,10%,-0.4%,i,0%,-0.6,1%,-2%,3%
COc1cccc(NC(=O)c2ccc3c(c2)OCCO3)c1,-11%,-18%,-1.5%,i,-24%,0.8,1%,14µM*,?
CCCCn1ccnc1C(=O)c1ccc(S(=O)(=O)N(CCOC)CCOC)cc1,-2%,18%,-0.1%,i,-27%,-2.1,1%,-11%,16%
N/C(=N/OC(=O)c1ccccc1Cl)c1nonc1N,-8%,-19%,13µM*,i,0%,-1.4,5%,-8%,?
COc1cc(CC(NC(C)=O)C(=O)NC2CCN(C(=O)Nc3ccccc3Cl)CC2)cc(OC)c1 (centres undefined),-1%,-6%,-0.4%,i,5%,-0.9,-2%,-12%,8%
O=C(Nc1ccc(Cl)c(C(F)(F)F)c1)[C@@H]1CC=C[C@@H]2CCN(C3CC3)C(=O)[C@@H]21,-3%,2%,-1.0%,i,?,0.6,nt,-8%&-36%,1%
O=C(O)CCN1CCc2ccccc2C1c1cccs1 (centres undefined),-3%,-2%,-0.2%,i,4%,-0.9,1%,2%,0%
COc1ccc(N(CC(=O)NCCSc2ccccc2)S(=O)(=O)c2ccccc2)c(OC)c1,-12%,8%,2.2%,i,?,0.3,1%,-24%,-21%
c1ccc(Nc2nc(N3CCCCC3)nc(N3CCCCC3)n2)cc1,-8%,-48%[inhibitor],-0.6%,i,0%,-7.3,1%,-41%,-1%
CN1C(=O)[C@H]2[C@@H](C3CC3)N3C(=O)CN(CC4CC4)C(=O)[C@@]3(C)[C@H]2C1=O,2%,-6%,0.0%,i,-12%,-1.7,3%,3%,?
CCOC(=O)CCc1c(C)nc2c(-c3ccccc3)c(C)[nH]n2c1=O,-2%,-17%,0.1%,nt,0%,nt,nt,1%,?
CCOc1ccccc1CNS(=O)(=O)c1cc(-c2onc(C)c2C)ccc1OC,8%,-5%,3.0%,nt,0%,nt,nt,-23%,-10%
CC(C)CCNC(=O)c1onc(CSc2ccncc2)c1C(=O)NCCC(C)C,10%,-8%,-0.3%,i,-28%,-2.2,-2%,-1%,0%
COC(=O)c1ccc2c(=O)n(-c3ccc(OC)cc3)c(=S)[nH]c2c1,-7%,5%,2.5%,i,-14%,-3.8,1%,1%,-26%
O=C(N1CCOCC1)N1CCN(c2ccccn2)CC1,-5%,12%,0.2%,nt,18%,0.6,0%,16%,?

# Bioassay records: PubChem BioAssay, National Center for Advancing Translational Sciences (NCATS)
